MITF primary = human MITF inhibition, primary screen | AlphaScreen MITF homodimerization, bead proximity signal | actives 0.91% (n = 650,000) | O75030 | inhibition, % at 2.6 µM; in the data active = inhibition above about 50%;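 note: 0% = vehicle wells with protein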
Target sequence (O75030 whole entry, looked up): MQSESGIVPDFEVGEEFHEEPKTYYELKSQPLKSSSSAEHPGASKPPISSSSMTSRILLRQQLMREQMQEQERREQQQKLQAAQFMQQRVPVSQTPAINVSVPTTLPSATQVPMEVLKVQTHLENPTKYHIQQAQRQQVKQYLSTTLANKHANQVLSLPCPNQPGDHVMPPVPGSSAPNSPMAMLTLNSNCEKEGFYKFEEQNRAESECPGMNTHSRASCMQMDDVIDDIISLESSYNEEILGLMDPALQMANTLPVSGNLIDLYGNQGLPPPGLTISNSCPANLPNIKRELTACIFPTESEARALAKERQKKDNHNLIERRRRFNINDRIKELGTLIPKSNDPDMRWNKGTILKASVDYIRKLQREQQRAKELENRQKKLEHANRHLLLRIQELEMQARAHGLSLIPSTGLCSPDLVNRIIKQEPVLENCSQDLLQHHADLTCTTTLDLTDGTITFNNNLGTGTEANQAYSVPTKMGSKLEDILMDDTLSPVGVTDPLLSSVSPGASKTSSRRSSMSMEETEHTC
GPR151 activ = human GPR151 activation; PathHunter beta-arrestin GPR151 cells, luminescence; activation, % at 11.2 µM; actives 1% (n = 650,000); AID 1508602; in the data active = activation above about 4.9%;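 note: 0% = median of compound wells and 100% = cells with positive control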
Target sequence (Q8TDV0 whole entry, looked up): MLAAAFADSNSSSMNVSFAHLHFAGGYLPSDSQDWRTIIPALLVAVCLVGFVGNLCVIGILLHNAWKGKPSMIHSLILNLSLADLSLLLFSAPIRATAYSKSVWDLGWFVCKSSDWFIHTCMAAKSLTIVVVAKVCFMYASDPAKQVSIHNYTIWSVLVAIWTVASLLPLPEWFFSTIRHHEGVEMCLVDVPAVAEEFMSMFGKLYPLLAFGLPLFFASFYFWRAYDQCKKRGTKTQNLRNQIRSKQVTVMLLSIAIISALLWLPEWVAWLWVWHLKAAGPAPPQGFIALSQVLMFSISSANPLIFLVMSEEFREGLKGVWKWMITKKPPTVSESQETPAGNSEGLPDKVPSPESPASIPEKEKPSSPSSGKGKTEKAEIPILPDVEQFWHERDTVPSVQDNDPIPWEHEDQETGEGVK
FBW7 activator = activators of human E3 ligase FBW7 | Q969H0 | AlphaScreen FBW7–phospho-cyclin E peptide binding, activator screen | normalized activity (activation), % at 26.1 µM | actives 0.13% (n = 650,000) | AID 1259310; in the data active = normalized activity above about 1.9%;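 note: purified mutant Fbw7 with reduced substrate affinity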
TEAD-YAP block = TEAD-YAP interaction inhibition | HEK-TIYL cells, TEAD-Gal4/YAP UAS-luciferase luminescence | inhibition, % at 9.12 µM | actives 1.4% (n = 640,000); in the data active = inhibition above about 32%;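 note: 0% = median of test compound wells and 100% = reference inhibitor wells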
Active calls of the source: *.

SMILES | MITF primary | GPR151 activ | FBW7 activator | TEAD-YAP block
CCOC(=O)c1cc2c(=O)[nH]c3ccc(C)cc3c2n1C | 11 | 0.6 | 0.6 | -7
COc1ccc(NC(=O)N2CCCC2C(=O)Nc2ccc(OC)cc2OC)cc1 (stereo not given) | 2 | 0.2 | 0.0 | 1
CSc1ccccc1NC(=O)Cc1sc(-c2ccccc2)nc1C | 10 | 1.5 | 0.0 | -30
O=C(CSc1ncnc2sc3c(c12)CCCC3)Nc1ccccc1Cl | -3 | -0.7 | -0.1 | -7
CC(=O)c1cccc(NC(=O)c2ccc(CNc3c(N4CCC(C)CC4)c(=O)c3=O)cc2)c1 | -1 | 1.0 | -0.2 | 1
CN(C(=S)Nc1ccc(Cl)cc1)C1CCCCC1 | 15 | -0.7 | -0.1 | -76
COCCC1=NN(C(=O)c2cc(-c3cccnc3)nc3ccccc23)C(O)(C(F)(F)F)C1 (stereo not given) | -2 | 0.3 | -0.1 | -20
Cc1cc(C)cc(NC(=O)N[C@H]2C[C@H]3C(=O)N[C@@H](CCCCN)C(=O)N3C2)c1 | 3 | 1.0 | -0.6 | -2
Cc1c(Cc2ccccc2)c(=O)oc2cc3occ(-c4ccccc4)c3cc12 | 4 | -0.1 | 0.0 | -11
O=C(O)c1ccc2c(c1)C(=O)N(c1ccc(Cl)c(Cl)c1)C2=O | 9 | -0.2 | 0.1 | -3
CCOC(=O)C1=C(C)C(c2cccc([N+](=O)[O-])c2)NC(=O)N1 (stereo not given) | 1 | 0.4 | -0.1 | -2
CCOc1cc(C(=O)Nc2cc(C(=O)OC)ccc2C(=O)OC)cc(OCC)c1OCC | 12 | 0.2 | 0.1 | 8
CCc1ccccc1NC(=O)c1ccc(Cl)cc1Cl | -13 | 1.2 | -0.1 | -3
Cc1ccc(Oc2ccc(N3C(=O)c4ccc(Oc5cccc(N)c5)cc4C3=O)cc2)cc1C | 9 | 2.0 | -0.1 | 23
O=C(O)c1ccc(NCc2cccc(Cl)c2)c([N+](=O)[O-])c1 | -2 | 0.2 | -0.2 | 9
CCOC(=O)c1ccc(NC(=S)NCCCN2CCOCC2)cc1 | 5 | 0.7 | 0.0 | 5
CC(CNS(=O)(=O)c1ccccc1)NS(=O)(=O)c1ccccc1 (stereo not given) | 0 | 0.1 | -0.1 | -12
Cc1ccc(C2CC(C(F)(F)F)n3ncc(C(=O)Nc4cccc(C)c4C)c3N2)cc1 (stereo not given) | -20 | -1.7 | 0.0 | -4
Cc1cccc(/C=N/NC(=O)c2ccc(NC(=O)c3cccc(Cl)c3)cc2)n1 | -1 | 2.4 | 0.0 | -3
Cc1ccccc1C(=O)Oc1ccccc1[N+](=O)[O-] | 7 | 1.2 | 0.1 | 4
O=C(NCCCn1ccnc1)c1ccc(C#CC2(O)CCCCC2)cc1 | -2 | 1.0 | -0.2 | -5
CCOC(=O)c1[nH]c(C)c(C(=O)NCCCN(C)C)c1C | -2 | 1.6 | 0.2 | -5
N#Cc1ccccc1NC(=O)N1CCC(c2nc(-c3ccc(C(F)(F)F)nc3)no2)CC1 | -9 | 1.2 | 0.0 | -2
CC(C)NC(=O)COc1ccc(/C=C(\C#N)C(=O)NCCc2ccccc2)cc1 | 8 | -0.2 | 0.1 | 7
CCN1CCN(CCCNC(=O)c2ccc(-n3c(C)cc4c3CCCC4)cc2)CC1 | 16 | -1.5 | 0.5 | 9
Cc1ccccc1NC(=O)c1nn(C)c(C(=O)Nc2ccccc2C)c1[N+](=O)[O-] | 3 | 0.7 | 0.4 | -6
Oc1ccc(CCNc2cc(NCc3ccc4c(c3)OCO4)ncn2)cc1 | 1 | -0.8 | 0.4 | 9
O=C(CNS(=O)(=O)c1cccc2nonc12)N1CCN(c2ccc(F)cc2)CC1 | 16 | -1.3 | 0.1 | 6
COC(=O)c1ccc(-n2c(C)cc(C(=O)COC(=O)COc3ccc(C#N)cc3)c2C)cc1 | 3 | -1.2 | -0.1 | 6
CC1=C(C(=O)OCc2ccccc2)C(c2ccccc2F)CC(=O)N1 (stereo not given) | -6 | 1.2 | 0.0 | 0
N#C/C(=C\c1cccc([N+](=O)[O-])c1)C(=O)NCC1CCCO1 (stereo not given) | -13 | 1.3 | 0.4 | 3
COc1cc(NC(=O)c2noc3c2CC(C(C)(C)C)CC3)cc(OC)c1OC (stereo not given) | 10 | 0.8 | 0.1 | 1
COc1cc(NC(=O)c2csc(-c3ccccc3)n2)cc(OC)c1OC | -3 | 0.3 | 0.0 | 15
O=C(c1ccc2c(=O)n(Cc3ccco3)c(=S)[nH]c2c1)N1CCN(c2ccccc2)CC1 | 2 | -0.4 | -0.3 | 7
CC(O)c1nc2ccccc2n1CC(=O)C(C)(C)C (stereo not given) | 11 | -0.5 | 0.1 | 5
C=CC[C@@H]1CC=C[C@@H](C)N1C(=O)c1ccc(-n2cc(NC(=O)C3CCOCC3)cn2)cc1 | 11 | -1.0 | 0.2 | -2
O=C(NCc1cccs1)NC1CC(=O)N(c2ccccc2)C1 (stereo not given) | -11 | -1.0 | 0.6 | 5
CCOc1ccccc1C(=O)Nc1cc(Cl)ccc1O | 5 | -0.3 | -0.2 | 3
N#Cc1ccc(C(=O)N2C(=O)c3cccc(N)c3C2=O)cc1 | -3 | -1.1 | -0.1 | -11
O=c1n(CN2CCOCC2)nc2c3ccccc3ncn12 | 4 | -0.4 | -0.1 | 4
CC(C)OC(=O)c1ccc(N2C(=O)C(Cl)=C(Nc3ccccc3O)C2=O)cc1 | 4 | -0.8 | 0.3 | 17
CN1CCN(C(=O)C2CCC(C)(C(=O)O)C2(C)C)CC1 (stereo not given) | -12 | -0.2 | -0.2 | 0
CC1(C)OC(C)(C)c2nc3ccncc3cc21 | 8 | -2.2 | 0.1 | 5
CCCOc1ccc(C2C(=O)N(C3CCC(C)CC3)CC(=O)N2Cc2ccccc2Cl)cc1OC (stereo not given) | -1 | -0.5 | -0.1 | 3
CCOc1cccc(C2C(C(=O)OC)=C(C)N(C)C(C)=C2C(=O)OC)c1 | -1 | 0.4 | 0.1 | 10

Compound profiles (already shown):
O=C(NCc1cccs1)NC1CC(=O)N(c2ccccc2)C1 (stereo not given) in the list: MITF primary = -11; GPR151 activ = -1.0; FBW7 activator = 0.6; TEAD-YAP block = 5
N#C/C(=C\c1cccc([N+](=O)[O-])c1)C(=O)NCC1CCCO1 (stereo not given) in the list: MITF primary = -13; GPR151 activ = 1.3; FBW7 activator = 0.4; TEAD-YAP block = 3
CN1CCN(C(=O)C2CCC(C)(C(=O)O)C2(C)C)CC1 (stereo not given) in the list: MITF primary = -12; GPR151 activ = -0.2; FBW7 activator = -0.2; TEAD-YAP block = 0

Additional structures.
SMILES | MITF primary | GPR151 activ | FBW7 activator | TEAD-YAP block
Cc1ccc(NC(=O)/C(=C/c2ccc([N+](=O)[O-])cc2)NC(=O)c2cccc(C)c2)cc1 | 1 | -1.4 | 0.3 | 0
CC1=C(/C(C)=N\Nc2ccccc2)C(c2ccccc2)NC(=O)N1 (stereo not given) | 10 | 0.8 | -0.1 | 7
Fc1ccc(C2C=C(c3ccc(Br)cc3)Nc3nc4ccccc4n32)cc1Br (stereo not given) | 2 | -2.7 | -0.1 | -41
CCC(C)NC(=O)c1cn(C)c2ccc(S(=O)(=O)N3CCCC3)cc2c1=O (stereo not given) | -8 | 0.4 | 0.2 | 1
O=C(CSc1nnc2c3ccccc3nc(Cc3ccccc3)n12)Nc1nccs1 | 6 | -0.4 | 0.0 | -4
O=C(Nc1ccc(Br)cc1Br)c1ccccc1Cl | -5 | 1.1 | -0.1 | -14
COc1ccc(N2CCN(C(=O)c3ccc(NCc4ccccc4OC)c(S(=O)(=O)Nc4cccc(OC)c4)c3)CC2)cc1 | -9 | 0.6 | -0.1 | 3
Cc1ccc(C)c(-c2csc(=Nc3ccc(F)cc3)n2Cc2ccc(Cl)cc2)c1 | 13 | 0.6 | 0.5 | 4
COc1ccc(-n2c(SCC(=O)Nc3nc(C)cs3)nnc2-c2ccccn2)cc1 | 23 | -0.8 | 0.1 | 1
COc1cccc(NC(=O)c2ccc(Br)cc2)c1 | 7 | -4.5 | 0.0 | -18
Nc1nc(-c2ccco2)nn1C(=O)c1cccnc1 | -7 | 2.6 | -0.4 | -5
CC12CC(NC(=O)N1c1ccc(F)cc1)c1cc([N+](=O)[O-])ccc1O2 (stereo not given) | -14 | 0.2 | 0.4 | 6
COc1ccccc1NC(=S)NC(=O)c1cc(OC)c(OC)c(OC)c1 | 3 | -1.5 | -0.3 | -5
S=c1nc(-c2cccc(Cl)c2)[nH][nH]1 | 8 | 0.2 | 0.0 | 10
O=C(O)CCN1C(=O)NC2NC(=O)NC21 (stereo not given) | -5 | -0.6 | 0.0 | 4

Some of the entries above in another layout:
canonical_smiles,MITF primary,GPR151 activ,FBW7 activator,TEAD-YAP block
O=C(NCc1cccs1)NC1CC(=O)N(c2ccccc2)C1 (stereo not given),-11,-1.0,0.6,5
CCOc1ccccc1C(=O)Nc1cc(Cl)ccc1O,5,-0.3,-0.2,3

Going on with the list:
SMILES | MITF primary | GPR151 activ | FBW7 activator | TEAD-YAP block
CN(C)c1cc(-c2nnc(SCc3ccccn3)n2C)nc(N(C)C)n1 | 12 | 1.3 | 0.0 | 1
O=C(Cn1c2ccccc2c(=O)c2ccccc21)Nc1cccnc1Cl | 1 | 0.6 | -0.2 | -7
Cc1cccc(N=c2oc3cc(O)ccc3cc2C(N)=O)c1 | -10 | -9.1 | 0.1 | -40
C/C(=N\NC(=O)C(O)c1ccccc1)c1ccc(F)cc1 (stereo not given) | 6 | -0.6 | -0.1 | -6
C=CCC(Nc1ccccc1)c1ccco1 (stereo not given) | -4 | -0.5 | -0.3 | 2
O=C1N[C@H](C(=O)N2CCCC(c3nc(-c4ccncc4)ncc3-c3ccccc3)C2)CS1 (stereo not given in full) | -2 | -0.8 | -0.1 | -7
N#CCCN(C(=S)NC(=O)c1ccco1)c1ccccc1F | 21 | -2.1 | 0.1 | 1
CCOC(=O)C1=C(N)Oc2ccc3ccccc3c2C1c1cccc(Cl)c1 (stereo not given) | 5 | 0.4 | 0.4 | 4
CCC1(c2ccccc2)C(=O)Nc2c(Cl)cccc21 (stereo not given) | 0 | 0.8 | -0.2 | 5
O=C(Nc1ccc(Oc2ccccc2)cc1)c1n[nH]c(=O)c2ccccc12 | -3 | -0.1 | -0.1 | -6
COc1ccc(-c2nn(C)c3sc(C(=O)N4CCC(C#N)CC4)cc23)cc1OC | 8 | 0.5 | 0.2 | -6
O=C(CSc1nnc(-c2ccccc2)n1Cc1ccccc1)NCc1ccco1 | 8 | -1.0 | 0.0 | 3
COc1ccc(-n2c(=S)[nH]c3cc(C(=O)Nc4ccccc4OC)ccc3c2=O)c(OC)c1 | -13 | 0.4 | 0.1 | 15
COc1ccc(CN2CCNC(=O)C2CC(=O)NCc2cccnc2)cc1OC (stereo not given) | 8 | -0.3 | 0.1 | -2
Cc1cccc(N2C(=O)C3CCCN3C2=S)c1 (stereo not given) | -2 | 1.7 | -0.1 | -3
CCOC(=O)c1cnc2c(-c3cccc(Br)c3)cnn2c1C | 2 | 2.6 | -0.1 | -10
CC(C)n1cnc2c(NCCOc3ccccc3)nc(Nc3nc4ccccc4n3C)nc21 | -8 | -1.0 | -0.3 | -4
COc1cc(/C=C2/C(=N)N3OC(C)=CC3=NC2=O)ccc1OC(=O)c1cccc(C)c1 | 8 | -0.2 | 1.0 | -9
O=c1[nH]n2c(C(F)(F)F)cc(C3CC3)nc2c1N=Nc1ccccc1 | -5 | -0.1 | 0.1 | -18
CN(C)CCNC(=S)Nc1ccccc1C(C)(C)C | -5 | 1.0 | -0.2 | -4
COc1cccc(C(c2nnnn2CCC(C)C)N2CCN(C)CC2)c1OC (stereo not given) | -4 | 0.6 | 0.0 | 10
CC12C(=O)N(c3ccccc3C(=O)O)C(=O)C1C1C=CC2C1 (stereo not given) | -2 | 0.9 | 0.1 | 7
CC(Nc1nc2ccccc2n1C)c1ccccc1O (stereo not given) | 0 | 0.8 | 0.1 | -6
CCCCNC(=O)c1cccc(Br)c1 | 15 | 2.6 | 0.1 | 5

In a second layout: entries from further up
smiles	MITF primary	GPR151 activ	FBW7 activator	TEAD-YAP block
CCCCNC(=O)c1cccc(Br)c1	15	2.6	0.1	5
CC(Nc1nc2ccccc2n1C)c1ccccc1O (stereo not given)	0	0.8	0.1	-6
O=c1[nH]n2c(C(F)(F)F)cc(C3CC3)nc2c1N=Nc1ccccc1	-5	-0.1	0.1	-18
COc1cccc(C(c2nnnn2CCC(C)C)N2CCN(C)CC2)c1OC (stereo not given)	-4	0.6	0.0	10
COc1cc(/C=C2/C(=N)N3OC(C)=CC3=NC2=O)ccc1OC(=O)c1cccc(C)c1	8	-0.2	1.0	-9
CC12C(=O)N(c3ccccc3C(=O)O)C(=O)C1C1C=CC2C1 (stereo not given)	-2	0.9	0.1	7

Screens from PubChem BioAssay.
